TRPC4 potent = TRPC4 (mouse) allosteric potentiation | B-score at 10 µM | HEK293 TRPC4beta/mu-opioid, DAMGO EC20, Fluo-4 Ca2+ flux; hits give high values | 310,000 compounds, 0.42% hits | Q9QUQ5;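 active = B-score of calcium response area above 5 SD of library B-scores, with initial fluorescence ratio within 5 SD of library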;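 also: B-score of integrated fluorescence ratio over time as area under calcium response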
TRPC6 inh = inhibitors of mouse TRPC6 channel; HEK293-TRPC6, membrane potential dye, ACh-evoked depolarization; hits give low values; 310,000 compounds, 1.1% hits; B-score at 10 µM; Q61143;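 active = B-score under library mean minus 3 SD, initial fluorescence not abnormally high, positive integrated signal ratio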;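 also: B-score derived from integrated fluorescence ratio over the kinetic read; more negative B-score means stronger inhibition of depolarization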
TRPC4 block = TRPC4 (mouse) channel inhibition; AID 2247; Q9QUQ5; B-score at 10 µM; HEK293 TRPC4beta/mu-opioid, DAMGO-evoked Fluo4 calcium flux; hits give low values; 300,000 compounds, 0.39% hits;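 active = B-score over 3 SD under the library average, no early fluorescence shift, positive overall ratio signal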
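test system = HEK293 cells with stable TRPC4beta plus mu-opioid receptor expression | detection = Fluo4 Ca2+ flux fluorescence | read-out = integrated fluorescence ratio relative to baseline, converted to per-well B score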
TRPC4 act = activators of mouse TRPC4 channel. B-score at 10 µM. HEK293 TRPC4beta/mu-opioid, Fluo4 calcium fluorescence; hits give high values. 310,000 compounds, 0.49% hits. Q9QUQ5;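 active = B-score above 5 SD of library B-scores, and initial fluorescence ratio not above library mean plus 5 SD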;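 also: positive B-score marks a calcium rise read as TRPC4 activation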
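Assay system: HEK293 stable line with TRPC4beta plus mu-opioid receptor; schedule: 45 min room-temperature Fluo4 loading, 110 s read; technique: kinetic Fluo4 calcium fluorescence; evaluation: integrated baseline-normalised fluorescence ratio, converted to per-well B score; controls: buffer (low) and maximal DAMGO (high)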
MrgX1 allo act = human MrgX1 positive allosteric modulation, primary screen. AID 588675. MrgX1-HEK293, Fluo-4 calcium flux, FDSS; hits give high values. Q96LB2. B-score at 10 µM. 310,000 compounds, 0.63% hits;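 active = plate-corrected calcium response at least 3 library SD above typical, normal starting fluorescence, not activating the receptor alone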;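 also: compound read alongside a low EC10 to EC30 dose of BAM8-22 agonist; peak minus trough fluorescence over baseline measured at the second addition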
Target sequence (Q96LB2 whole entry, looked up): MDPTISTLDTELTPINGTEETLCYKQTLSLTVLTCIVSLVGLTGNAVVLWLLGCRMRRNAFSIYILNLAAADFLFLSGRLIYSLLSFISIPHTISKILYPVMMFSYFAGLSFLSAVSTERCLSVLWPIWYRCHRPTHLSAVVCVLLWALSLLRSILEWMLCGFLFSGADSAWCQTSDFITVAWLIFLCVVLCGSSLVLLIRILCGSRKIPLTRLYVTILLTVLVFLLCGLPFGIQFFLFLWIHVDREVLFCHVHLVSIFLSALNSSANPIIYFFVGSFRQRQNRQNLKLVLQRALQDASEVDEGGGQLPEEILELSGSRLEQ
TRPC6 activator = activators of mouse TRPC6 channel; Q61143; HEK293-TRPC6 membrane potential dye fluorescence; hits give high values; AID 2550; 310,000 compounds, 0.13% hits; B-score at 10 µM;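 active = B-score of the integrated fluorescence ratio above library mean plus 3 SD, and starting fluorescence ratio within library mean plus 5 SD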;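 also: higher score means more depolarization so channel activation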
PolyA inhibitor = inhibitors of polyadenylation in S. cerevisiae | S. cerevisiae SKY197-pL101 polyadenylation reporter, beta-gal luminescence; efflux-impaired pdr1/pdr3 knockout yeast; score 100 = 6 SD above DMSO | calls only at 12 µM | 300,000 compounds, 0.02% hits | AID 1875;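 active = lowest replicate activity score at least 50, where 100 means six control SD above control mean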;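 also: yeast exposed to compound for 9 h at 30 °C; higher score means more reporter readthrough which indicates perturbed polyadenylation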
AI-2 QS mod = Vibrio harveyi AI-2 quorum sensing modulation; Vibrio harveyi JMH597 AI-2 luminescence/OD600 ratio, 9 h; hits give low values; strain lacks LuxN and CqsS sensors; 0 = neutral-control median; activity change, % at 7.5 µM; 300,000 compounds, 0.4% hits; AID 2094; in the data active = activity change below about -75%, passing the limit was not always enough;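 also: luminescence divided by OD600 gain over 9 h not by final OD600 alone; inactives centre near 13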
MrgX1 antag = human MrgX1 receptor antagonism, primary screen; Q96LB2; B-score at 10 µM; MRGX1-HEK293 calcium flux, Fluo-4, BAM8-22 antagonism; hits give low values; AID 588676; 310,000 compounds, 1.3% hits;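 active = calcium-response B-score plate-corrected more than 3 library SD below zero, starting fluorescence within 5 deviations, no agonist response on first addition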;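 also: peak minus trough fluorescence over baseline after final BAM8-22 challenge near maximal dose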
HIF act = HIF pathway transcriptional activation; U2OS HRE-luciferase reporter, luminescence; normalized: DMSO 0%, desferrioxamine 100%; activation, % at 7.5 µM (by protocol); 300,000 compounds, 0.32% hits; AID 1910;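 active = mean activation of at least 10% of the iron chelator positive control signal, with at least half of replicates also reaching 10%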
MrgX1 agonist = human MrgX1 receptor agonism, primary screen; MrgX1-HEK293 cells, Fluo-4 calcium fluorescence, agonist mode; hits give high values; AID 588627; B-score at 10 µM; 310,000 compounds, 0.44% hits; Q96LB2;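 active = calcium response B-score plate-corrected fluorescence ratio at least 3 library SD, with starting fluorescence B-score inside 5 SD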
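times = overnight plating, then 30 min 37 °C plus 30 min room-temperature dye loading | assay system = stable human MrgX1 HEK293 cell line | input = fifteen thousand cells per well | signal = kinetic calcium dye fluorescence, Fluo-4 NW | dosing = compound delivered in addition one of three | read-out = B-scored fluorescence response ratio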
Numbers without * were called inactive; i = inactive; / = not tested or not shown.

SMILES	TRPC4 potent	TRPC6 inh	TRPC4 block	TRPC4 act	MrgX1 allo act	TRPC6 activator	PolyA inhibitor	AI-2 QS mod	MrgX1 antag	HIF act	MrgX1 agonist
CN(C)c1ccc(NC(=O)C(=O)C2C(=O)Nc3ccccc32)cc1 (stereo not given)	i	i	i	i	i	i	i	37.8	i	0.5	i
CCOc1ccc(OCC)c(NC(=O)CCS(=O)(=O)c2ccc(Br)s2)c1	i	i	i	i	i	i	i	12.0	i	-0.7	i
COc1ccc(CC(=O)Nc2c(C(=O)N3CCN(c4ccccc4OC)CC3)oc3ccccc23)cc1OC	i	i	i	i	i	i	i	1.4	i	4.0	i
O=C(NCc1ccccc1)C(c1ccc(F)cc1)N(C(=O)c1csnn1)C1CCCC1 (stereo not given)	i	i	i	i	i	i	i	6.1	i	-0.2	i
COc1ccc(Nc2ncnc3c2c(C)c(C)n3CCO)cc1	i	i	i	i	i	i	i	8.7	i	2.3	i
CC(=O)c1c(C)[nH]c(C(=O)NCc2cccs2)c1C	i	i	i	i	i	i	i	44.3	i	-25.8	i
CCc1cc(C(=O)O)c(NC(=O)C(c2ccccc2)c2ccccc2)s1	i	i	i	i	i	i	i	-12.5	i	0.1	i
CC(=O)Nc1ccc(NC(=O)c2ccc(COc3ccc4c(C)cc(=O)oc4c3)cc2)cc1	i	i	i	i	i	i	i	7.8	i	-0.1	i
C/C=C/Cn1c(N(C)Cc2ccccc2)nc2c1c(=O)[nH]c(=O)n2C	i	i	i	i	i	i	i	20.3	i	-0.4	i
CN1CCN(C(=O)CN(c2cccc(Cl)c2)S(=O)(=O)c2ccccc2)CC1	i	i	i	i	i	i	i	33.1	i	-0.4	i
CC(=O)Nc1ccc(S(=O)(=O)N(CCc2ccccc2)CC(=O)N/N=C/c2ccc(C(=O)O)cc2)cc1	i	i	i	i	i	i	i	30.0	i	-0.7	i
Cc1ccc(N)c(C(=O)CCCCC(=O)O)c1	i	i	i	i	i	i	i	4.1	i	-0.6	i
CCOc1ccc(-c2ccc(SCC(=O)Nc3nnc(C)s3)nn2)cc1	i	i	i	i	i	i	i	8.1	i	-0.1	i
CCOC(=O)c1[nH]c2ccc(F)cc2c1NC(=O)C(C)N1CCc2cc(OC)c(OC)cc2C1 (stereo not given)	i	i	i	i	i	i	i	8.8	i	0.5	i
CCc1cccc(C)c1NC(=O)CSc1nc2ccncc2[nH]1	i	i	i	i	i	i	i	-10.2	i	-0.1	i
Cc1c(OCC(=O)NCCN2CCOCC2)ccc2c1oc(=O)c1ccccc12	i	i	i	i	i	i	i	19.9	i	-0.1	i
CN(C)CCNC(=O)C1(O)c2cc(Br)ccc2NC(=O)N1c1ccc(Cl)cc1 (stereo not given)	i	i	i	i	i	i	i	0.3	i	-2.8	i
Clc1ccc2[nH]c3c(c2c1)CNCC3	19*	i	i	i	i	i	i	3.2	i	-0.6	i
COc1ccc(C(=O)ON=C2CCN(C)CC2)cc1	i	i	i	i	i	i	i	2.0	i	0.4	i
Cc1ccc(CSc2nc3sc(C)c(C)c3c(=O)n2Cc2ccco2)cc1	i	i	i	i	i	i	i	16.0	i	0.2	i
CC(=O)C1C(=O)CC(C)(O)C(C(C)=O)C1c1ccc(N(C)C)cc1 (stereo not given)	i	i	i	i	i	i	i	21.6	i	0.0	i
CCN(CC)CCNC(=O)c1sc2nc(-c3ccccc3)cn2c1C	i	i	i	i	i	i	i	3.7	i	0.2	i
Cc1ccc(NC(=O)CSc2nnc(C3CC3)n2N)cc1S(=O)(=O)N1CCOCC1	i	i	i	i	7.93*	i	i	18.8	i	-0.4	i
COc1ccc([N+](=O)[O-])cc1/C=N/NC(=O)c1nonc1N	i	i	i	i	i	i	/	20.8	i	/	i
CCN(c1ccccc1)S(=O)(=O)c1ccc(Cl)c(C(=O)O)c1	i	i	i	i	i	i	i	11.7	i	-0.4	i
Cc1cccc(Nc2sc(C(=O)c3cc4cc(Cl)ccc4o3)c(N)c2C#N)c1	i	i	i	i	i	i	i	5.9	i	0.3	i
O=C(OCc1ccccc1)c1cn(-c2ccccc2)nc1-c1ccncc1	i	i	i	i	i	i	i	-5.4	i	-0.5	i
O=C(CCNS(=O)(=O)c1cccs1)N1CCN(c2cccc(Cl)c2)CC1	i	i	i	i	i	i	i	21.8	i	-0.1	i
NS(=O)(=O)c1ccc(NC(=O)CN2CCCC2)cc1	i	i	i	i	i	i	i	-1.4	i	-0.1	i
O=C(CSc1nc2ccccc2s1)Nc1ccc(Cl)c(C(=O)O)c1	i	i	i	i	i	i	i	9.3	i	0.0	i
Cc1[nH]c(=O)[nH]c(=O)c1/C=N/NC(=O)[C@@H](N)CC(C)C	i	i	i	i	i	i	i	-9.2	i	2.0	i
Cc1ccc(SC(C)C(=O)O/N=C(\N)c2ccncc2)cc1 (stereo not given)	i	i	i	i	i	i	i	11.1	i	0.5	i
COc1ccc(COn2c(=O)c(C)[n+]([O-])c3ccccc32)cc1OC	i	i	i	i	i	i	i	12.5	i	-1.0	i
COc1ccc(N2CC(C(=O)Nc3ccc(F)cc3F)CC2=O)cc1 (stereo not given)	i	i	i	i	i	i	i	15.5	i	-0.3	i
COc1ccccc1NC1SC(=O)N(c2ccccc2)C1=O (stereo not given)	i	i	i	i	i	i	i	11.0	i	1.3	i
O=[N+]([O-])c1c(NCCO)cc(Sc2nc3ccccc3s2)c2nonc12	i	i	i	i	i	i	i	17.2	i	1.4	i
O=C1c2cc(S(=O)(=O)N(CCO)CCO)ccc2-c2ccc(S(=O)(=O)N(CCO)CCO)cc21	i	i	i	i	i	i	i	-0.5	i	-0.2	i
COC(=O)C1=C(N)Oc2c(oc(CO)cc2=O)C1c1ccc(F)cc1 (stereo not given)	i	i	i	i	i	i	i	10.8	i	0.0	i
COc1cccc(NC(=O)C(=O)NCCc2ccc(F)cc2)c1	i	i	i	i	i	i	i	11.4	i	1.7	i
O=[N+]([O-])c1ccc(SCc2ccco2)cc1N1CCOCC1	i	i	i	i	i	i	i	22.7	i	0.9	i
O=C(N/N=C/C=C\c1ccccc1[N+](=O)[O-])c1cc(-c2ccc3ccccc3c2)n[nH]1	i	i	i	i	/	i	i	26.6	/	1.1	/
Cc1cc(C(=O)Nc2ncn[nH]2)ccc1[N+](=O)[O-]	i	i	i	i	i	i	i	5.4	i	0.1	i
Cc1cc2c3c(ccc(C)c3n1)N=CN2c1ccccc1	i	-8.07*	i	i	i	i	i	8.6	i	0.4	i
Oc1ccc(C[C@H]2CNCCN2CC2(c3ccccc3)CC2)cc1	i	i	i	i	i	i	/	17.5	i	-0.2	i
O=C(CN(Cc1ccccc1F)C(=O)Cn1nnc(-c2cccs2)n1)NC1CCCCC1	i	i	i	i	i	i	i	24.6	i	-0.9	i
COc1ccc(C(=O)c2c[nH]c(C(=O)NCCCN3CCOCC3)c2)cc1	i	i	i	i	i	i	i	27.5	i	0.4	i
COCCN(CCOC)S(=O)(=O)c1ccc(C(=O)Nc2nc3c(s2)CCc2ccccc2-3)cc1	i	i	i	i	i	i	i	13.6	i	/	i
O=C(Nc1cccc2c1CCCC2)C1CCN(C(=O)NC2CCCCC2)CC1	i	i	i	i	i	i	i	-3.8	i	0.0	i
Cc1cccc(NC(=O)c2cc3c(s2)-c2c(C)cccc2OC3)n1	i	i	i	i	i	i	i	27.7	i	2.1	i
CCC(C)Nc1nc(Cl)nc(N(C#N)CN2C(=O)c3ccccc3S2(=O)=O)n1 (stereo not given)	i	i	i	i	i	i	i	-14.5	i	-0.4	i
Cc1nc(CSc2ccc(Cl)cc2)cc(N2CCOCC2)n1	i	i	i	i	i	i	i	10.5	i	0.7	i
CCn1c(SCc2ccccc2)nc2c1c(=O)[nH]c(=O)n2C	i	i	i	i	i	i	i	16.2	i	-0.6	i
CC(C)c1ccc(OCC(=O)NC(=S)Nc2ccc3c4c(cccc24)CC3)cc1	i	i	i	i	i	i	i	-6.4	i	-0.5	i
Cn1c(=O)c2cc(NC(=O)c3ccccc3Cl)c(=O)oc2n(C)c1=O	i	i	i	i	i	i	i	3.5	i	-0.1	i
CCc1ccccc1NS(=O)(=O)c1cc2c3c(c1)CCN3C(=O)CC2	i	i	i	i	/	i	i	13.0	/	1.1	/
O=C(Oc1ccc(-c2cnc3ccccc3n2)cc1)c1cc([N+](=O)[O-])ccc1Cl	i	i	i	i	i	i	i	1.2	-4.93*	0.0	i
Cn1c(-c2ccc(Cl)nc2)nc2cc(Cl)ccc21	i	i	i	i	i	i	i	33.4	i	-8.6	i
Cn1cnc(S(=O)(=O)N2CCN(c3ccc(F)cc3)CC2)c1	i	i	i	i	i	i	i	17.2	i	-0.4	i
CCOC(=O)C1CCN(C(=O)C2CCN(C(=O)c3ccc([N+](=O)[O-])cc3)CC2)CC1	i	i	i	i	i	i	i	-2.5	i	0.1	i
FC(F)(F)c1cnc(C(c2ccccc2)c2ncn[nH]2)c(Cl)c1 (stereo not given)	i	i	i	i	i	i	i	3.6	i	0.0	i
CCS(=O)(=O)N1CCCC(C(=O)NCCN2CCC(Cc3ccccc3)CC2)C1 (stereo not given)	i	i	i	i	i	i	i	22.2	i	0.0	i
CN1CCN(C(=O)c2cccc(COc3cc(Cl)ccc3Cl)c2)CC1	i	i	i	i	i	i	i	14.5	i	2.2	i
CCN(CC)CC(=O)Nc1sc2c(c1C(=O)c1ccccc1C)CCC2	i	i	i	i	i	i	i	19.6	i	-0.9	i

Three compounds already listed, sorted by length of the SMILES, rising.
SMILES	TRPC4 potent	TRPC6 inh	TRPC4 block	TRPC4 act	MrgX1 allo act	TRPC6 activator	PolyA inhibitor	AI-2 QS mod	MrgX1 antag	HIF act	MrgX1 agonist
Cn1c(=O)c2cc(NC(=O)c3ccccc3Cl)c(=O)oc2n(C)c1=O	i	i	i	i	i	i	i	3.5	i	-0.1	i
O=C(Oc1ccc(-c2cnc3ccccc3n2)cc1)c1cc([N+](=O)[O-])ccc1Cl	i	i	i	i	i	i	i	1.2	-4.93*	0.0	i
CCOC(=O)C1CCN(C(=O)C2CCN(C(=O)c3ccc([N+](=O)[O-])cc3)CC2)CC1	i	i	i	i	i	i	i	-2.5	i	0.1	i

High-throughput results (PubChem)

The list is partial. The share of hits here may be higher or lower than overall.
